TNAP activation fold = human TNAP enzyme activators, primary screen, biochemical, luminescent, no phosphate acceptor, uHTS (AID 1001). Alkaline phosphatase, tissue-nonspecific isozyme (Homo sapiens). purified TNAP, luminescent activation assay, no phosphate acceptor; higher activation fold means a stronger effect. activation fold at 20 µM; hits with a dose series show EC50 in µM. hit rate 0.03% among 200,000; in the data active = activation fold from about 3, or a potency from the dose series; inactive = the rest, 99 in 100 with activation fold below about 1.6; note: many of its hits are not listed in these tables
human PMI inhibition = inhibitors of human PMI, primary screen, biochemical, fluorescence intensity, coupled assay (AID 1209). purified PMI enzyme, coupled fluorescence intensity; higher % means a stronger effect. inhibition, % at 20 µM, or IC50 in µM where a hit was titrated. hit rate 0.42% among 190,000;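 note: plate controls were DMSO vehicle for no effect and wells lacking substrate for full effect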
P. falciparum M1AAP = P. falciparum M1AAP inhibitors, biochemical, fluorogenic H-Leu-NHMec substrate, 1536-well (AID 1445); one-dose inhibition, % at 30 µM; IC50 in µM for titrated hits; Aminopeptidase N (Plasmodium falciparum (isolate 3D7)); recombinant M1AAP, H-Leu-NHMec fluorogenic kinetic assay; higher % means a stronger effect; hit rate 0.42% among 220,000;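 active = primary inhibition above the hit cutoff, then over 50% inhibition at one or more dose response concentrations, cut at about 23% in these data, passing the limit was not always enough; inconclusive = conflicting primary data, or primary hits not chosen for dose response; inactive = low primary inhibition, or under 50% at every dose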;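 note: plate controls were DMSO full reaction for no effect and no enzyme background for full effect; strong numbers were not always called active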
T cell HTS = modulators of CD8 T cell-vesicle binding, primary screen, mouse 2C CD8+ T cells, flow cytometry | 2C CD8+ T cell-vesicle binding; hits give low values | calls only at 7 µM | hit rate 0.068% among 330,000;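 active = response, share of CD8 T cells binding vesicles, and their 90th percentile fluorescence all below set limits, cut at about 80% in these data, passing the limit was not always enough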
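Also added: QL9-peptide-loaded Drosophila micro-vesicles bearing Ld, ICAM-1 and B7-1; Test system: purified 2C TCR transgenic mouse naive CD8+ T cells; Measured by: cytometric PE anti-B7-1 and Alexa647 anti-CD8 signals after 1% paraformaldehyde fixation; Timing: binding step 1.5 h, 37 °C, antibody labelling 20 min, ice.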
RSV antiviral HEp-2 = RSV antiviral activity via CPE protection, HEp-2 cells, primary 10 µM value included (AID 2391); HEp-2 cells, RSV-induced CPE inhibition; higher % means a stronger effect; CPE inhibition, % at 10 µM; hits with a dose series show IC50 in µM; hit rate 0.13% among 310,000; in the data active = a potency from the dose series; inconclusive = CPE inhibition mostly from about 23% at the one dose, without a potency; inactive = the rest, 99 in 100 with CPE inhibition below about 21%; note: strong numbers were not always called active
West Nile antiviral = West Nile virus antiviral activity, cell-based, CPE readout (AID 1621); West Nile virus-infected cells, CPE inhibition; higher % means a stronger effect; one-dose CPE inhibition, % at 10 µM; IC50 in µM for titrated hits; hit rate 0.02% among 290,000; in the data active = a potency from the dose series; inconclusive = CPE inhibition mostly from about 3.7% at the one dose, without a potency; inactive = the rest, 99 in 100 with CPE inhibition below about 2.2%; note: strong numbers were not always called active
P. falciparum M17LAP = P. falciparum M17LAP inhibitors, primary screen, biochemical, fluorogenic H-Leu-NHMec substrate, 1536-well (AID 1619) | hit rate 0.38% among 220,000 | inhibition, % at 30 µM; hits with a dose series show IC50 in µM | Leucine aminopeptidase (Plasmodium falciparum (isolate 3D7)) | recombinant M17LAP, H-Leu-NHMec fluorogenic kinetic assay; higher % means a stronger effect;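 active = compound inhibiting the enzyme by more than half at any dose during confirmatory dose-response retesting; inconclusive = strong single-dose inhibitors picked by rank but not retested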;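 note: plate controls were full reaction with DMSO carrier for no effect and no enzyme background for full effect; strong numbers were not always called active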
K1F lysis inhibition = inhibition of K1F phage lysis, E. coli UTI89, bacterial capsule biogenesis inhibitors, alamar blue (AID 488966); E. coli UTI89 K1F phage lysis, alamar blue, 2 h; higher % means a stronger effect; inhibition, % at 100 µM, or IC50 in µM where a hit was titrated; hit rate 0.02% among 340,000;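 active = phage lysis inhibition, versus mean bacterial control, above a set limit; inconclusive = no clear call, values can overlap the other calls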;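 note: capsule biogenesis inhibitors block K1F phage lysis so surviving cells raise fluorescence; higher fluorescence means more inhibition of phage lysis; actives were called in the ten point dose series up to 300 µM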
human PMI inhibitors = human PMI inhibitors, high substrate, primary screen, biochemical, fluorescence intensity, high mannose 6-phosphate (AID 1220); Mannose-6-phosphate isomerase (Homo sapiens); recombinant PMI enzyme, coupled fluorescence intensity; higher % means a stronger effect; inhibition, % at 20 µM; hits with a dose series show IC50 in µM; hit rate 0.66% among 190,000
T cell HTS vesicle-bound % = further read-out of T cell HTS, marked with its call; double positive events, %; measured here: CD8+ vesicle-bound cell fraction;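 binding gate set so that unloaded-vesicle control wells show 10% double positive cells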
* hit, by the source's call; i = inactive; u = inconclusive; x = no result given; [ ] = another dose, or the depositor's remark. Cut-off read from the data, not from the text of the source, unless noted: active = inhibition above about 50%; inactive = the rest.

SMILES | TNAP activation fold | human PMI inhibition | P. falciparum M1AAP | T cell HTS | T cell HTS vesicle-bound % | RSV antiviral HEp-2 | West Nile antiviral | P. falciparum M17LAP | K1F lysis inhibition | human PMI inhibitors
COc1ccc(S(=O)(=O)N2CCN(Cc3cc(OC)c(O)c(OC)c3)CC2)cc1 | x | x | x | i | 54 | 2.7% | -0.1% | x | -0.1% | x
Cc1cc(F)ccc1S(=O)(=O)N1CCCOC1CNC(=O)C(=O)NCc1ccccn1 (stereo not drawn) | x | x | x | i | 9 | 2.0% | -0.6% | x | 0.5%[50 µM] | x
C=CCn1c(-c2ccc(OC)cc2)nc2nc3ccccc3nc21 | 1.1 | 17% | 6% | i | 32 | 4.2% | 0.9% | 2% | 0.4% | 10%
COc1ccc(N2C(=O)C3CCCN3C2c2cccs2)cc1 (stereo not drawn) | 1.1 | 9% | 7% | i | 51 | 0.9% | 0.2% | -6% | 0.4% | 9%
COc1ccc(CC(O)COS(N)(=O)=O)cc1 (stereo not drawn) | x | x | x | i | 18 | -1.1% | -0.3% | x | 1.3% | x
O=C(O)CNS(=O)(=O)c1ccc2c3c(cccc13)C(=O)N2 | x | x | x | i | 56 | 1.1% | -0.3% | x | -0.5% | x
Cc1nnc2c3ccccc3c(Cl)nn12 | 1.1 | 18% | 4% | i | 61 | 1.0% | 0.0% | 0% | -0.4% | 9%
Cc1cc(NC(=O)Nc2cc(Cl)ccc2C)no1 | x | x | 7% | i | 11 | 2.6% | -0.4% | 25% | 0.1% | x
COC(=O)c1c(NC(=O)c2cccnc2)sc(C)c1C | 1 | -5% | 13% | i | 28 | 3.2% | 0.4% | 0% | 0.5% | 0%
Cc1nc2c(C(=O)N3CCOCC3)cnn2c(C)c1Cc1ccc(Cl)cc1 | 1.1 | 3% | 2% | i | 22 | 0.3% | -0.7% | -12% | 0.8% | -6%
C=CCn1c(N2CCCC2)nc2c1c(=O)[nH]c(=O)n2C | 1.1 | -3% | -2% | i | 49 | 1.4% | 1.3% | 2% | 0.2% | -1%
CC1CC(C)CN(C(=O)CCn2c(=O)oc3ccccc32)C1 (stereo not drawn) | x | x | x | i | 16 | 3.5% | -0.3% | x | -0.1% | x
COc1ccc(C(=O)NNC(=S)NC(=O)c2cc(-c3ccccc3)nc3ccccc23)cc1 | 1.1 | -16% | -3% | i | 58 | 0.1% | x | 22% | -0.8% | -28%
COc1ccc(NC(=O)CSc2nnnn2-c2ccccc2F)cc1 | x | x | x | i | 67 | 1.4% | -1.1% | x | 0.2% | x
COc1ccccc1C(=O)C1CCCN(C(=O)c2cc(CC(C)C)nc(C)n2)C1 (stereo not drawn) | 1 | 12% | -4% | i | 59 | 2.7% | -0.3% | -10% | 1.4% | 5%
COc1ccc(-c2nc(CS(=O)CC(=O)NCc3ccc4c(c3)OCO4)c(C)o2)cc1 (stereo not drawn) | 1.2 | 0% | 13% | i | 13 | 0.5% | -0.1% | 8% | -0.2% | 6%
Cc1ccc(S(=O)(=O)CC(=O)Nc2nc(-c3ccccc3)cs2)cc1 | 1.2 | -2% | 11% | i | 13 | 10% | 0.9% | -7% | 2.6%[50 µM] | -1%
Cc1cc(C)c(-c2csc(Cc3nc(-c4cc5ccccc5oc4=O)cs3)n2)cc1C | 1.3 | 0% | 3% | i | 42 | -0.1% | 0.6% | 8% | 2.9% | -8%
Cc1cc(C)c(C(=O)C(C)OC(=O)Cc2n[nH]c(=O)c3ccccc23)cc1C (stereo not drawn) | x | x | x | i | 55 | 4.1% | 1.2% | x | 0.0% | x
COc1ccc(C(CNC(=O)c2ccc(N3CCCC3=O)cc2)N(C)C)cc1 (stereo not drawn) | 1.1 | 4% | -1% | i | 17 | -0.2% | -0.3% | -6% | 1.6% | 1%
COc1ccc(CN(Cc2cccn2C)S(=O)(=O)c2ccc(C)cc2)cc1 | x | x | 3% | i | 14 | 7.1% | -0.5% | 8% | 0.4% | x
COc1ccccc1CNC(=O)COc1ccc(S(=O)(=O)N2CCOCC2)cc1C | x | x | x | i | 31 | 2.4% | -0.9% | x | 0.1% | x
CC(=O)Nc1ccc(S(=O)(=O)Nc2ccc(S(=O)(=O)N3CCCCCC3)cc2)cc1 | 1.1 | 9% | 10% | i | 32 | 3.2% | 0.3% | -11% | -0.3% | 2%
CSc1ccccc1C(=O)C1CCCN(S(=O)(=O)c2c(C)noc2C)C1 (stereo not drawn) | 1 | -2% | 9% | i | 50 | 1.9% | -0.9% | -1% | -2.1% | 0%
COc1ccccc1Cc1nc(-c2cccnc2)no1 | x | x | 8% | i | 18 | -0.5% | -0.4% | 1% | 0.1% | x
COc1ccccc1-c1c(C)nn2c(N3CCCCCC3)cc(C)nc12 | 1.1 | 17% | 3% | i | 32 | 14% | u | -3% | 0.8% | 16%
COc1ccc([N+](=O)[O-])cc1/C=N/NC(=O)CNC(=O)c1cccc(F)c1 | 1 | 13% | u | i | 52 | 2.2% | 0.2% | -5% | 0.3% | -8%
CCOC(=O)c1ccc(NC(=O)CCC(CC)C(=O)O)cc1 (stereo not drawn) | 1 | -7% | 4% | i | 58 | 0.7% | 0.1% | 32% | 0.6% | -13%
Cc1cccc(CN2[C@@H](CC(C)C)COCCS2(=O)=O)c1 | x | x | x | i | 30 | 0.7% | 0.1% | x | 0.4% | x
Cc1onc(-c2c(F)cccc2Cl)c1C(=O)N1CCc2ccccc21 | 1.1 | 18% | 2% | i | 36 | 1.7% | 1.0% | -1% | -2.0% | 14%

Arranged by count of non-hydrogen atoms (rising): part of the list above
SMILES | TNAP activation fold | human PMI inhibition | P. falciparum M1AAP | T cell HTS | T cell HTS vesicle-bound % | RSV antiviral HEp-2 | West Nile antiviral | P. falciparum M17LAP | K1F lysis inhibition | human PMI inhibitors
COc1ccccc1Cc1nc(-c2cccnc2)no1 | x | x | 8% | i | 18 | -0.5% | -0.4% | 1% | 0.1% | x
Cc1cccc(CN2[C@@H](CC(C)C)COCCS2(=O)=O)c1 | x | x | x | i | 30 | 0.7% | 0.1% | x | 0.4% | x
CCOC(=O)c1ccc(NC(=O)CCC(CC)C(=O)O)cc1 (stereo not drawn) | 1 | -7% | 4% | i | 58 | 0.7% | 0.1% | 32% | 0.6% | -13%
Cc1onc(-c2c(F)cccc2Cl)c1C(=O)N1CCc2ccccc21 | 1.1 | 18% | 2% | i | 36 | 1.7% | 1.0% | -1% | -2.0% | 14%
CSc1ccccc1C(=O)C1CCCN(S(=O)(=O)c2c(C)noc2C)C1 (stereo not drawn) | 1 | -2% | 9% | i | 50 | 1.9% | -0.9% | -1% | -2.1% | 0%
COc1ccc(CN(Cc2cccn2C)S(=O)(=O)c2ccc(C)cc2)cc1 | x | x | 3% | i | 14 | 7.1% | -0.5% | 8% | 0.4% | x
CC(=O)Nc1ccc(S(=O)(=O)Nc2ccc(S(=O)(=O)N3CCCCCC3)cc2)cc1 | 1.1 | 9% | 10% | i | 32 | 3.2% | 0.3% | -11% | -0.3% | 2%

(listing goes on)
SMILES | TNAP activation fold | human PMI inhibition | P. falciparum M1AAP | T cell HTS | T cell HTS vesicle-bound % | RSV antiviral HEp-2 | West Nile antiviral | P. falciparum M17LAP | K1F lysis inhibition | human PMI inhibitors
O=c1oc(-c2ccccc2F)nc2c1cnn2-c1ccccc1 | 1.1 | -3% | 6% | i | 24 | -0.2% | -0.2% | 13% | 1.6% | 1%
COc1cc(/C=C2/S/C(=N/S(=O)(=O)c3ccccc3)NC2=O)c([N+](=O)[O-])cc1OC | 1.1 | 9% | 24µM* | i | 36 | 2.3% | -0.6% | -190% | -1.0% | 6%
OCC[C@@H]1C[C@H](O)[C@@H](O)[C@@]2(Cc3ccccc3O2)O1 | x | x | x | i | 19 | 0.7% | 1.4% | x | -1.4% | x
CCOc1ncccc1C(=O)OCC(=O)c1cccs1 | 1.1 | 6% | 7% | i | 19 | x | -0.1% | -2% | -0.7% | 2%
CCc1ccc(NC(=O)Cn2c(=O)oc3cc(S(=O)(=O)N4CCOCC4)ccc32)cc1 | 1.2 | 7% | 7% | i | 19 | -0.2% | 0.0% | 20% | -1.6% | 3%
COc1cc(CN2CCCC(C(=O)Nc3ccccc3Oc3cccnc3)C2)ccc1F (stereo not drawn) | x | x | x | i | 50 | -1.1% | -1.4% | x | 0.1% | x
CCC(C)NC(=O)CSc1ccc(Cl)cc1 (stereo not drawn) | 1.1 | -8% | -1% | i | 38 | 0.7% | 0.1% | -10% | 3.1% | 6%
CC(=O)Nc1ccc(S(=O)(=O)Nc2ccc(Nc3ccccc3)cc2)cc1 | x | x | x | i | 20 | 3.3% | -0.6% | x | -0.2% | x
Cc1ccc(Cl)cc1N(CC(=O)Nc1cccc(N(C)S(C)(=O)=O)c1)S(C)(=O)=O | 1.1 | -5% | -1% | i | 20 | 7.7% | 0.1% | -3% | -0.2% | 4%
Cc1c(Br)c(O)c(Br)c2sc(=O)oc12 | x | x | 14% | i | 49 | 3.0% | 0.1% | 8% | -2.2%[50 µM] | x
COc1cccc(C(=O)NCc2ccc3c(c2)OCO3)c1OC | x | x | x | i | 49 | 0.8% | -0.5% | x | 1.7% | x
COc1ccc2c(c1)NC(c1cc(Cl)cc(Cl)c1O)c1cccn1-2 (stereo not drawn) | 1.1 | -8% | 3% | x | x | x | -0.6% | 4% | -1.0% | 14%
CCc1nnc(SCC(=O)N2CCCC(N3CCN(c4ccccc4C)CC3)C2)o1 (stereo not drawn) | x | x | x | i | 8 | 1.5% | -0.6% | x | 0.0% | x
Cc1c(C(=O)C(=O)NCc2ccco2)c2ccccc2n1C | 1 | 6% | 8% | i | 48 | 0.2% | 0.1% | 6% | 0.2% | 8%
Cc1ccc(OCC(=O)N/N=C/c2cccnc2)cc1 | x | x | x | i | 63 | 0.5% | 0.2% | x | 0.1% | x

Given in CSV form: part of the list above.
mol,TNAP activation fold,human PMI inhibition,P. falciparum M1AAP,T cell HTS,T cell HTS vesicle-bound %,RSV antiviral HEp-2,West Nile antiviral,P. falciparum M17LAP,K1F lysis inhibition,human PMI inhibitors
CCc1nnc(SCC(=O)N2CCCC(N3CCN(c4ccccc4C)CC3)C2)o1 (stereo not drawn),x,x,x,i,8,1.5%,-0.6%,x,0.0%,x
Cc1c(C(=O)C(=O)NCc2ccco2)c2ccccc2n1C,1,6%,8%,i,48,0.2%,0.1%,6%,0.2%,8%

An unsorted share of the library; 1.5% or so of the library scored in one or more.
